BH1578 lux ind – quorum light induction in luxS cqsA deficient V. cholerae; hit rate 0.16% among 350,000; activation, % at 18.7 µM; V. cholerae BH1578 lux reporter, luminescence, 6 h; AID 588436; in the data active = activation mostly above about 9.7%, no sharp cut-off; note: not every result past the cut was called active; inactives centre near 0; reference of the scale not given here
MazF activator – activators of E. coli MazEF toxin-antitoxin RNase. activation, % at 20 µM. AID 504720. hit rate 0.32% among 350,000. P0AE70. FAM/BHQ RNA-DNA oligo cleavage fluorescence, 5 h; in the data active = activation above about 50%
Target sequence (P0AE70 whole entry, looked up): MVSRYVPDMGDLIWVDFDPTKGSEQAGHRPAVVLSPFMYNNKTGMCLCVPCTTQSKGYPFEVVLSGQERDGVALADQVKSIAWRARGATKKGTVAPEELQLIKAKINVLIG
Mtb BioA inh – BioA (M. tuberculosis) enzyme inhibition. AID 602481. purified M. tuberculosis BioA enzyme, plate reader. inhibition, % at 9.99 µM. hit rate 0.096% among 360,000; in the data active = inhibition above about 40%
VHR inh abs – DUSP3 (human) phosphatase inhibition | recombinant VHR phosphatase, pNPP absorbance | inhibition, % at 13.3 µM | P51452 | hit rate 0.52% among 290,000; in the data active = inhibition above about 50%; note: some compounds called inactive have numbers as strong as hits
Target sequence (P51452 whole entry, looked up): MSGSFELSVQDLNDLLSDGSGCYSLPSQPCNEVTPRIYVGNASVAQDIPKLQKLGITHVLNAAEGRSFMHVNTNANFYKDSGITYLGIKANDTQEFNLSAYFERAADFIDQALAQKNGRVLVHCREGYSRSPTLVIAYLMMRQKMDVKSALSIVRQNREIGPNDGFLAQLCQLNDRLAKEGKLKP
UGM FP inh – blocks M. tuberculosis UGM enzyme | inhibition, % at 10 µM | hit rate 0.06% among 320,000 | P9WIQ1 | purified UGM, fluorescence polarization probe displacement; in the data active = inhibition above about 10%, passing the limit was not always enough
Target sequence (P9WIQ1 whole entry, looked up): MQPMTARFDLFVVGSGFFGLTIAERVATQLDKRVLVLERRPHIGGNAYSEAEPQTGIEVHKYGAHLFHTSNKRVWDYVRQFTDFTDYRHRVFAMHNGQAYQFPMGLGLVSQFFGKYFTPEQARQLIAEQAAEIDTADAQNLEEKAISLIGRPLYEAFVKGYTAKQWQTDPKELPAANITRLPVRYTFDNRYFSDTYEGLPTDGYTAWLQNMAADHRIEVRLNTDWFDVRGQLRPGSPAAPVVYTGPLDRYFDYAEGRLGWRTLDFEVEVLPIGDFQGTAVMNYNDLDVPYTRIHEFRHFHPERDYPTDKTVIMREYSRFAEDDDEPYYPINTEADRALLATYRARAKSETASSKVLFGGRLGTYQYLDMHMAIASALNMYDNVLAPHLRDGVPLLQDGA
SARS 3CLpro inh – SARS-CoV 3CLpro protease inhibition; recombinant SARS-CoV 3CLpro, quenched FRET peptide cleavage; inhibition, % at 6 µM; P0C6X7; hit rate 0.14% among 290,000; AID 1706; in the data active = inhibition above about 12%
GDH-TPI inh – counter-screen for M. tuberculosis FBA inhibitors: GDH-TPI coupled enzymes. GDH-TPI coupled enzyme counterscreen, NADH absorbance. inhibition, % at 4.8 µM. hit rate 1.2% among 360,000; in the data active = inhibition above about 30%;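 note: 0% = DMSO wells and 100% = wells lacking the enzyme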
Rv3671c inh – inhibits the M. tuberculosis serine protease Rv3671c. inhibition, % at 5.96 µM. hit rate 0.048% among 320,000. AID 2606. P9WHR9; in the data active = inhibition above about 38%;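 note: extracellular domain of Rv3671c used as enzyme; 0% = enzyme with DMSO and 100% = no enzyme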
SSB-PriA inh – inhibitors of Klebsiella pneumoniae PriA binding to SSB C-terminal tail; inhibition, % at 33 µM; AlphaScreen SSBct-PriA binding, biotinylated peptide; AID 1272365; hit rate 0.6% among 430,000; in the data active = inhibition mostly above about 37%, no sharp cut-off; inactive = mostly below about 20%;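 note: plate controls were negative control peptide for no effect and reference peptide for full effect; strong numbers were not always called active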
Mtb FBA inh – Mtb fructose-bisphosphate aldolase inhibition | inhibition, % at 1 µM | hit rate 2.3% among 360,000 | purified M. tuberculosis FBA, fluorescence read-out | P9WQA3; in the data active = inhibition above about 27%;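 note: 0% = vehicle and 100% = reference inhibitor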
Target sequence (P9WQA3 whole entry, looked up): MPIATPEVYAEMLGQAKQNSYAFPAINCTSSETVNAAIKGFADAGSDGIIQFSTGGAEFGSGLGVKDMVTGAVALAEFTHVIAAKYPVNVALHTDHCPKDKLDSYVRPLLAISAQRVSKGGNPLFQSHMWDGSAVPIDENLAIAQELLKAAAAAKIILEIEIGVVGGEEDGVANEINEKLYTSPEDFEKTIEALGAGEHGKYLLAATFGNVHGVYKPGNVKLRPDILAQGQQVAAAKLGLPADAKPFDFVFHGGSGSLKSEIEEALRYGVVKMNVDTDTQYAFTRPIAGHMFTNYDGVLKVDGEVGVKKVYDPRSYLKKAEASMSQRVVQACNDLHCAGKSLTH
Active calls of the source: *; i = inactive; · = no result given; & = joins results of further samples.

Compound,BH1578 lux ind,MazF activator,Mtb BioA inh,VHR inh abs,UGM FP inh,SARS 3CLpro inh,GDH-TPI inh,Rv3671c inh,SSB-PriA inh,Mtb FBA inh
Cn1nc(C(F)(F)F)c(-c2cccc(C(F)(F)F)c2)c1NC(=O)CSCC(=O)O,-0.8,-11,·,-28,3.6,3,10,12,-4,-2
CSCCC(=O)N1CCCC(CNC(=O)c2ccccc2Cl)C1 (centres undefined),0.5,1,·,22,-2.5,0,4,-6,-10,4
Cc1cc(C(=O)CN2C(=O)NC(C)(c3cc(F)ccc3F)C2=O)c(C)n1C1CC1 (centres undefined),i,3,3.8,·,-2.3,·,8,-7,6,-2
O=C(Cn1cc2c(n1)CCCCC2)Nc1ccc(F)cc1F,-0.3,·,-0.3,7,·,-1,-1,·,·,4
N#CC1(c2ccccc2)CCN(C2CC(=O)N(c3ccc4c(c3)OCO4)C2=O)CC1 (centres undefined),i,9,·,24,-1.6,0,2,-4,3,-2
Cc1ccc(NC(=O)CS(=O)CC(=O)NC2CCN(Cc3ccccc3)CC2)c(C)c1 (centres undefined),i,3,·,28,4.8,-3,-5,0,-6,1
CS(=O)(=O)NC1c2cccc3cccc(c23)C1Sc1nncn1/N=C/c1ccco1 (centres undefined),-1.3,5,1.8,32,0.3,-3,3,-2,·,0
Cc1cc(C)c2c(c1)NC(C(=O)O)C1CC=CC21 (centres undefined),i,10,-3.6,-42,1.5,4,14,12,18,-2
Cc1nn(Cc2c(Cl)cccc2Cl)c(C)c1NC(=O)c1cnn2c(C(F)F)cc(-c3ccccc3)nc12,i,0,-0.9,17,3.1,-1,-1,4,-9,-1
O=C1c2ccccc2C(=O)N1CCc1csc(-c2ccccc2)n1,i,-14,-1.3,17,1.9,1,10,-9,-38,1
COCCOC(=O)c1c(C)oc2ccc(OCc3ccccc3)cc12,-0.1,0,·,-17,0.3,-2,6,-4,-67,-2
CC(C)C(C(=O)NCC1CCCO1)N(CC1CCCO1)C(=O)CNS(=O)(=O)c1ccccc1 (centres undefined),-0.1,2,-1.5,39,0.1,-4,8,0,-10,1
Cc1nnsc1S(=O)c1ccc(F)cc1 (centres undefined),i,10,-2.9,-3,-1.3,-2,-8,-8,-11,0
COc1ccc(N2C(=O)N3[C@H](c4cccc(C)c4)[C@@H]4C(=O)N(Cc5ccccc5)C(=O)[C@@H]4[C@]3(Cc3ccccc3)C2=O)cc1,·,-5,·,17,1.3,3,·,-5,-4,·
Cc1ccc(Sc2cc(C(=O)NCCCN(C)C)c3ccccc3n2)cc1,-0.7,10,-0.2,34,-1.3,7,14,-5,3,-3
COCCCNC(=O)c1cc2c(=O)n3cc(C)ccc3nc2nc1NCC1CCCO1 (centres undefined),·,·,·,10,-0.6,-6,·,-2,·,·
CCN(CC)S(=O)(=O)c1ccc2c(c1)oc(=O)n2CC(=O)N(C)C1CCCCC1,i,-4,-2.2,-7,-0.2,-5,0,-4,-3,3
Cc1ccc(CC2CC(=O)N(c3cc(C)on3)C2=O)cc1 (centres undefined),·,6,-1.0,0,-0.6,-5,17,0,-9,4
Cc1ccc(S(=O)(=O)CCC(=O)NCc2ccco2)cc1,5.6,1,-3.4,16,-0.8,1,1,0,-17,3
CCOc1ccc(C2OCCC(C)O2)cc1OC (centres undefined),i,2,-0.6,·,·,·,9,·,-4,2
COc1ccc(NC(=O)CSc2nnc(-c3cc(C)[nH]n3)n2N)cc1OC,-0.4,5,-2.1,-31,-2.1,1,-8,7,-13,-1
COC(=O)c1cc(NC(=O)C2CC2)cc(C(=O)OC)c1,i,10,4.8,-4,-2.3,5,-6,-11,-15,1
Cn1c(SCc2nn[nH]n2)nc2c1c(=O)n(Cc1ccccc1Cl)c(=O)n2C,-0.4,0,·,10,-2.4,6,-5,-5,-23,1
CCCNC(=O)C(=O)N/N=C/c1cccs1,-0.5,-14,-1.6,21,0.4,1,19,0,·,0
O=C(c1ccc(CSc2ccccc2)cc1)N1CCN(c2ccccc2)CC1,-0.3,-6,2.5,12,3.1,3,9,-10,3,-1
COc1ccc(C2/C(=C(/O)c3ccc4c(c3)CC(C)O4)C(=O)C(=O)N2CCN2CCOCC2)cc1OC (centres undefined),i,-9,-0.2,4,·,1,16,·,·,-2
CCN(CC)S(=O)(=O)c1csc(C(=O)OCC(=O)c2ccccc2)c1,i,-1,-1.3,26,-1.8,4,7,-7,-26,-1
COc1ccc(CNC(=O)C2CCN(c3cc(C(=O)Nc4cccc(OC)c4)ccn3)CC2)cc1,i,2,-1.6,9,0.4,-2,8,-16,-18,-4
COc1cc(OC)c(C(=O)OCC(=O)Nc2ccccc2Cl)cc1OC,-0.5,-3,-1.9,14,0.4,-3,7,-2,0,0
CSCc1cc(N2CCOCC2)nc(SCc2ccc(Cl)cc2Cl)n1,i,-8,0.8,3,0.0,8,-1,-7,-4,-3
CCN(CC)S(=O)(=O)c1ccc(N2CC(C(=O)NCCc3c[nH]c4ccccc34)CC2=O)cc1 (centres undefined),i,-3,·,·,·,·,-4,·,10,-3
CC(=O)n1cc(/C=N/NC(=O)c2cccc(O)c2)c2ccccc21,-0.6,5,1.1,-6,-0.5,-4,27,-1,·,0
CCCCOCCCNC(=O)C1c2ccccc2Oc2ccccc21,0.2,-3,-2.5,8,-0.9,-1,0,-1,-10,0
Cc1ccc(CNC(=O)[C@]2(C)CCC[C@@]3(C)C4CC[C@@]5(C)C[C@]4(CCC32)CC5=O)cc1 (some centres undefined),-19,-5,1.8,·,-2.7,·,-12,0,4,-1
O=c1c2c3c(sc2ncn1/N=C/c1ccc([N+](=O)[O-])o1)CCCC3,·,2,1.4,1,-1.5,2,1,-1,·,-1
CN1CCC(N(C)c2ccc(C(N)=O)cc2[N+](=O)[O-])CC1,i,12,13,21,-1.1,1,-5,0,-7,-4
O=C(O)c1ccc(-[n+]2c(-c3ccccc3)cc(-c3ccccc3)cc2-c2ccccc2)cc1,i,3,0.4,·,0.1,·,16,-14,20,2
CN1CCc2c(sc3c2C(=O)NC(c2ccccc2)N3)C1 (centres undefined),-0.6,-70,-5.7,-8,3.6,-4,9,-9,5,25
CCOc1cc(/C=N\NC(=O)OC(C)(C)C)ccc1OC(=O)c1ccco1,-0.5,5,·,0,1.4,3,5,7,·,3
c1cc(-c2nnc3sc(C4CCCCC4)nn23)ccn1,-0.3,8,-1.9,61,-5.7,1,2,4,-10,2
COc1ccccc1NS(=O)(=O)c1cc(NC(=O)Cn2cnc3c2c(=O)n(C)c(=O)n3C)ccc1C,-0.3,1,·,2,2.2,2,6,-1,-11,7
Cn1c(-c2sc3cc(C(F)(F)F)cnc3c2-c2ccccc2)n[nH]c1=S,-1.3,6,·,12,0.2,-2,10,-3,-1,-3
NC(=O)c1cc(NC(=O)COC(=O)CCCN2C(=O)c3cccc4cccc(c34)C2=O)cc(C(N)=O)c1,i,0,·,·,3.8,·,28,-13,3,10
CNc1nc2c(c(=O)[nH]c(=O)n2C)n1CCCc1ccccc1,-0.9,6,0.3,-29,1.2,0,1,2,4,1
CC1(C)Cc2c(sc3c2c2ncnn2c2nnc(SCC(=O)NCc4ccco4)n32)CO1,-0.2,3,-1.0,40,-1.4,0,-1,5,-1,-1
NC(=O)c1cccc(-c2coc3c(C(=O)NCc4ccccc4)cccc23)c1,-0.5,·,-0.1,·,·,·,-2,·,·,-1
Cc1ccc(C(=O)N(CC(=O)NC2CCCC2)c2cccc(F)c2)s1,-1.2,-28,-0.8,20,0.0,2,2,-9,-14,3
O=C(CN1c2cccc3cccc(c23)S1(=O)=O)NCc1ccccc1Cl,-5.6,-6,0.2,·,·,·,7,·,·,7
O=C(/C=C/Nc1ccc(Br)cc1F)c1ccccc1,3.6,-3,·,-8,-1.7,4,8,-8,-7,0
CC(C)CC1Nc2ncnc(N3CCN(c4ccccc4)CC3)c2N(Cc2ccc(Br)cc2)C1=O (centres undefined),-1.4,-18,-1.2,·,-2.1,·,8,-5,16,4
CCC1CCc2sc(C(=O)NCC(c3ccc(OC)cc3)N3CCCC3)cc2C1 (centres undefined),-4.2,7,-3.2,·,0.9,·,6,7,5,2
O=C(c1cccc(S(=O)(=O)Nc2ccc(Br)cc2)c1)N1CCC1,-0.5,-1,1.1,26,2.6,2,-4,-14,-8,-1
S=C1NCCC12C(=S)Nc1ccccc12 (centres undefined),-0.4,4,-0.1,·,-1.6,·,9,2,-11,0
COc1ccc(CCNC(=O)CS(=O)(=O)c2cn(CC(=O)N3CCCC3)c3ccccc23)cc1OC,i,2,·,-3,2.6,1,-13,0,-1,1
COc1ccc(C(=S)N2CCN(S(=O)(=O)c3ccccc3)CC2)cc1,i,1,-0.6,-14,1.4,-4,3,4,14,0
Cc1cccc(N2C(=O)c3cccc4c(N(C)CCO)ccc(c34)C2=O)c1,-0.9,78*,-36,5,3.5,-1,-6,9,-36,0
CCn1c(C)c(C(C)=O)c(N2CCN(C(c3ccccc3)c3ccccc3)CC2)nc1=S,0.3,10,·,32,-0.9,1,1,-1,20,2
CCc1ccc(N(CC(=O)NC2CCCCC2)C(=O)CCC(=O)Nc2ccccn2)cc1,-0.3,2,-2.1,10,-2.1,0,-2,-12,-3,-1
O=c1oc2ccc(Cl)cc2cc1-c1nnc(Nc2cccc(C(F)(F)F)c2)s1,-0.3,-7,-5.6,-11,-0.5,-4,-17,1,-8&-16,0
CN1CCN(c2cc(-c3ccc4ccccc4c3)nc3ccnn23)CC1,-0.6,·,1.5,·,·,·,12,·,·,10

Going on with the list.
Compound,BH1578 lux ind,MazF activator,Mtb BioA inh,VHR inh abs,UGM FP inh,SARS 3CLpro inh,GDH-TPI inh,Rv3671c inh,SSB-PriA inh,Mtb FBA inh
CC(C)c1ccc(CNc2c([N+](=O)[O-])c(=O)oc3ccccc23)cc1,i,3,1.3,2,-4.3,0,12,9,6,-2
COCCCNC(=O)c1ccccc1N(Cc1ccccc1)S(=O)(=O)c1ccccc1,i,0,2.3,18,-0.1,4,5,1,-7,-1
Cc1ccc2[nH]c3c(c2c1)CCN1C(=O)OC(C)(C)C31C (centres undefined),i,8,·,11,1.3,3,-1,5,-8,0
COc1ccc(NC(=O)COC(=O)CCNS(=O)(=O)c2ccc(Cl)cc2)cc1,0.7,1,·,1,0.9,3,-3,6,-4,5
COc1ccc(NC(=O)c2ccc(C#CC(C)(C)O)cc2)cc1,-0.2,1,·,-18,0.4,2,5,-8,2,0
CC(=O)N1CCN(S(=O)(=O)c2ccccc2)C1c1ccccc1 (centres undefined),-0.3,4,-0.1,25,0.0,-3,12,-4,-6,2
N#CC1=C(N)SC(N)=C(C#N)C1c1ccoc1,·,·,·,1,-5.0,-15,·,-12,·,·

Complete entries as entered above:
Listed for COc1ccc(NC(=O)c2ccc(C#CC(C)(C)O)cc2)cc1 → BH1578 lux ind: -0.2; MazF activator: 1; Mtb BioA inh: ·; VHR inh abs: -18; UGM FP inh: 0.4; SARS 3CLpro inh: 2; GDH-TPI inh: 5; Rv3671c inh: -8; SSB-PriA inh: 2; Mtb FBA inh: 0
Listed for COCCCNC(=O)c1ccccc1N(Cc1ccccc1)S(=O)(=O)c1ccccc1 → BH1578 lux ind: i; MazF activator: 0; Mtb BioA inh: 2.3; VHR inh abs: 18; UGM FP inh: -0.1; SARS 3CLpro inh: 4; GDH-TPI inh: 5; Rv3671c inh: 1; SSB-PriA inh: -7; Mtb FBA inh: -1
Listed for N#CC1=C(N)SC(N)=C(C#N)C1c1ccoc1 → BH1578 lux ind: ·; MazF activator: ·; Mtb BioA inh: ·; VHR inh abs: 1; UGM FP inh: -5.0; SARS 3CLpro inh: -15; GDH-TPI inh: ·; Rv3671c inh: -12; SSB-PriA inh: ·; Mtb FBA inh: ·

Assay outcomes deposited in PubChem by several laboratories.

These rows are one share of the data; rates above refer to the full screens.
